GluA2 TARP mod – modulates AMPAR-stargazin complexes; O88602+P19491; HEK293 GluA2+stargazin, membrane potential dye (FDSS), glutamate EC50; hits were called plate by plate, in both directions; calls only at 30 µM; hit rate 3.5% among 40,000; AID 1259245;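 active = any of four per-well response measures lying three or more SD from its plate-wide compound average, in either direction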
Target sequence (O88602 whole entry, looked up): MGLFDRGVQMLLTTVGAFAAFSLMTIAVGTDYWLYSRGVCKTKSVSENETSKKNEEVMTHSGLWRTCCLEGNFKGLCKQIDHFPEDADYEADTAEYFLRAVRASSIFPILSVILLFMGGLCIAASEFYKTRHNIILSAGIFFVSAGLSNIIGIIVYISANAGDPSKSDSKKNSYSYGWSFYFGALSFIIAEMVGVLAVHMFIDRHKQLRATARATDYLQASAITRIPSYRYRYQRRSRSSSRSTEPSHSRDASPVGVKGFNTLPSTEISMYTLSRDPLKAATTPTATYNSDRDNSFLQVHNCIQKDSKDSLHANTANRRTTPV
Target sequence (P19491 whole entry, looked up): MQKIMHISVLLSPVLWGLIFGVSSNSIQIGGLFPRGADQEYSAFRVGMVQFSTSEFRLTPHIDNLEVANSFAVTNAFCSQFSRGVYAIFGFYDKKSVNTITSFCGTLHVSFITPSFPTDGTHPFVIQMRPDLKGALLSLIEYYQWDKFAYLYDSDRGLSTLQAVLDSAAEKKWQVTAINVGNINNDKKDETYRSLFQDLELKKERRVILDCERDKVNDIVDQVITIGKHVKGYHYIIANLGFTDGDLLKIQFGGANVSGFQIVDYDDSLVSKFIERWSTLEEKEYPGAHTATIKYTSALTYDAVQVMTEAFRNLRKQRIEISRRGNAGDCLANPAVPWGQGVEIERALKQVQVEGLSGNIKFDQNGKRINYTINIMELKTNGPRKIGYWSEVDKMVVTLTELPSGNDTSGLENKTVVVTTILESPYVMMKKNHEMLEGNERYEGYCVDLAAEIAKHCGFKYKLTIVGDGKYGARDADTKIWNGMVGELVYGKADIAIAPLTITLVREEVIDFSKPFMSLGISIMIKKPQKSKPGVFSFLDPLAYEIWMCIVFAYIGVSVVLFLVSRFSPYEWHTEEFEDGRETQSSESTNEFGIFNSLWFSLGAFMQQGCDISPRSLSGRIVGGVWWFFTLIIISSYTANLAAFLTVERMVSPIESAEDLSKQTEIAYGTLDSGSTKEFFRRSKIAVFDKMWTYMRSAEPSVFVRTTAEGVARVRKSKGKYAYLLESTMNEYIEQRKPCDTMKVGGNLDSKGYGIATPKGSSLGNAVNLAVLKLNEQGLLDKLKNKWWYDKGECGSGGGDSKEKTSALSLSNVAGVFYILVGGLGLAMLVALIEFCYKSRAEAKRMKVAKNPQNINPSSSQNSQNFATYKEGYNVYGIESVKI
GluA2 TARP mod agonism max-min – recorded beside GluA2 TARP mod, whose call it bears; compound max-min signal; compound-alone response (agonism);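 unitless range of fluorescence divided by baseline over first 100 seconds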
GluA2 TARP mod glutamate slope – recorded beside GluA2 TARP mod, whose call it bears; glutamate slope, % of max; measured here: glutamate response slope, % max;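 scaled per plate between vehicle wells and maximal 1 mM glutamate control wells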
Numbers without * were called inactive; i = inactive; + = active, no number; & = joins results of further samples. Some of the compounds tested; the hit share may differ from the screen's.

SMILES,GluA2 TARP mod,GluA2 TARP mod agonism max-min,GluA2 TARP mod glutamate slope
COCC(=O)Nc1ccc2c(c1)N(C(=O)C1CC1)CC2,i,0.0672,24.8
Cn1cccc1C(CNC(=O)C(=O)NCc1cccs1)N1CCOCC1 (configuration not stated),i,0.0882,59.0
O=C(O)C1CCN(Cc2nc3ccccc3[nH]2)CC1,i,0.0341,39.5
COC(=O)C1=C(CS(=O)(=O)c2ccc(OC)c(OC)c2)NC(=O)NC1c1ccc(O)cc1 (configuration not stated),i,0.137,64.3
CCOc1ccccc1C(=O)N1CCN(c2ncnc3c2nnn3-c2ccc(C)cc2)CC1,i,0.0778,48.2
COc1ccc(CNC(=O)c2ccc3c(c2)OCO3)c(OC)c1,i,0.0566,70.2
CCN(C(=O)C1CCN(c2ccc(-c3cccs3)nn2)CC1)c1ccccc1,i,0.109,74.6
N#Cc1ccc(Cl)cc1NC(=O)C(=O)NCC1CCN(Cc2cccs2)CC1,i,0.0891,57.5
CC1CCCCN1CC(O)COc1ccc(C(C)(C)C)cc1 (configuration not stated),i,0.11,49.9
COc1cccc(-c2cc(CC(=O)NCCc3ccccc3)no2)c1,i,0.0831,51.4
COC(=O)c1ccc(NC(=O)Cn2c(=O)n(C(C)C)c(=O)c3nscc32)cc1,i,0.116,56.9
COc1ccc(Cl)cc1NC(=O)C(=O)NCC(c1cccc2ccccc12)N1CCCC1 (configuration not stated),i,0.0912,61.0

Reprinted from the part before: five entries, followed by the next part.
SMILES,GluA2 TARP mod,GluA2 TARP mod agonism max-min,GluA2 TARP mod glutamate slope
N#Cc1ccc(Cl)cc1NC(=O)C(=O)NCC1CCN(Cc2cccs2)CC1,i,0.0891,57.5
CC1CCCCN1CC(O)COc1ccc(C(C)(C)C)cc1 (configuration not stated),i,0.11,49.9
COc1cccc(-c2cc(CC(=O)NCCc3ccccc3)no2)c1,i,0.0831,51.4
COC(=O)c1ccc(NC(=O)Cn2c(=O)n(C(C)C)c(=O)c3nscc32)cc1,i,0.116,56.9
COc1ccc(Cl)cc1NC(=O)C(=O)NCC(c1cccc2ccccc12)N1CCCC1 (configuration not stated),i,0.0912,61.0
COc1ccc(S(=O)(=O)CC(=O)Nc2nc3c(Cl)cccc3s2)cc1,i,0.0374,39.2
Cc1cccc(NC(=O)C(=O)NCC(C)(O)c2ccc(-c3ccccc3)cc2)c1 (configuration not stated),i,0.125,43.9
Cn1c(=O)n(CC(=O)NC2CCCC2)c(=O)c2c(N3CCN(C(=O)C4CC4)CC3)ccnc21,i,0.116,56.1
CCC(C(=O)N1CCN(c2ncnc3c2nnn3C)CC1)c1ccccc1 (configuration not stated),i,0.113,61.6
COC1CCN(S(=O)(=O)c2cccs2)CC1,i,0.061,58.7
CC(C)Cn1c(N2CCN(CC(N)=O)CC2)nc2c1c(=O)[nH]c(=O)n2C,i,0.0834,13.5
CCc1ccccc1OCC(=O)Nc1ccc(N(C)C)cc1,i,0.0772,56.8
CCOC(=O)Nc1cc(-c2ccco2)nn1-c1nc(-c2ccccc2)cc(=O)[nH]1,i,0.0936,64.7
CSc1nc2c(c(=O)[nH]1)C(c1ccncc1)C1=C(CCCC1=O)N2 (configuration not stated),i,0.0785,34.4
O=C(Cn1cc(-c2nnc(-c3ccccc3)o2)c2ccccc21)NC1CCCC1,i,0.0793,59.6
CC(C)c1cc(=O)n(CC(=O)N2CCN(c3ccc(F)cc3)CC2)cn1,i,0.0802,58.6
S=C(Nc1ccc(Nc2ccccc2)cc1)NC1CCCCCC1,i,0.0655,34.0

SMILES,GluA2 TARP mod,GluA2 TARP mod agonism max-min,GluA2 TARP mod glutamate slope
CSC(SC)=C1C(=O)OC(C)(C)OC1=O,i,0.0424,59.1
Cc1cccc(NS(=O)(=O)c2cc(C)c(Cl)cc2Cl)n1,i,0.0972,51.9
Cc1cc(NC(=O)C2CCCN2S(=O)(=O)c2cccs2)n(C(C)C)n1 (configuration not stated),i,0.0554,55.6
O=C(NCCOc1ccc(F)cc1)C(=O)Nc1cc(F)ccc1F,i,0.132,55.9
COc1ccc(S(=O)(=O)Nc2ccc3c(c2)CCCN3S(=O)(=O)c2ccccc2)cc1OC,i,0.0762,58.0
COC(=O)c1scc(-c2ccccc2)c1S(=O)(=O)Nc1ccc2c(c1)OCCO2,i,0.0799,67.9
CCOC(=O)Cn1c(=O)c2c(nc3n(-c4cccc(OC)c4)c(C)c(C)n23)n(C)c1=O,i,0.137,58.1
COc1ccc(OC)c(S(=O)(=O)NCC(c2ccc(C)cc2)N2CCOCC2)c1 (configuration not stated),i,0.0796,65.8
COc1ccc(-n2c(C)cn3c4c(=O)n(CCN5CCCCC5)c(=O)n(C)c4nc23)c(OC)c1,i,0.0741,34.7
CCOC(=O)c1ccccc1NC(=O)Cn1nc2n(c(=O)c1=O)CCN2c1ccc(F)cc1,i,0.0589,58.0
CCOc1ccccc1N1C(=O)/C(=C/c2cccnc2)SC1=S,i,0.0999,38.2
CC(C)c1nnc(C2CCN(C(=O)/C=C/c3ccccc3Cl)CC2)o1,i,0.113,62.9

SMILES,GluA2 TARP mod,GluA2 TARP mod agonism max-min,GluA2 TARP mod glutamate slope
Cc1cccc(C(=O)NC(=S)Nc2ccc(Nc3ccccc3)cc2)c1,i,0.0923,-6.2
COCc1cnc2c(c1SCC(=O)NCCc1ccc(OC)c(OC)c1)c(=O)n(C)c(=O)n2C,i,0.0641,51.7
O=C(NCC1CCN(C(=O)COc2ccccc2)CC1)C(=O)Nc1ccccc1Cl,i,0.0911,55.4
Cc1ccnc(NC(=O)CCCn2nnc3ccccc3c2=O)c1,i,0.0731,34.9
CCc1ccc(/C=C/C(=O)Nc2nc(CC(C)=O)ns2)o1,i,0.0706,53.0
COc1cccc(/C=C2\Oc3cc(OCC(=O)OC(C)C)ccc3C2=O)c1,i,0.0933,64.9
O=C(Nc1ccc2c(c1)OCCO2)N1CCN(c2ccc(Nc3ccncc3)nn2)CC1,i,0.188,59.6
NS(=O)(=O)c1ccc(CCn2c(SCC(=O)NCc3ccccc3)nc3ccccc3c2=O)cc1,i,0.118,56.1
O=C(NCCc1ccccc1)NCC1CCN(C(=O)COc2ccccc2)CC1,i,0.0714,61.3
Cc1cccc(OC(C)C(=O)N2CCN(c3ccc4nncn4n3)CC2)c1C (configuration not stated),i,0.0292,30.5
CC(=O)N1CCN(Cc2nc(-c3cccs3)cs2)CC1,i,0.134,56.5
COc1ccc(S(=O)(=O)N2CCC(C(=O)Nc3sccc3C(N)=O)CC2)cc1,i,0.161,29.7

SMILES,GluA2 TARP mod,GluA2 TARP mod agonism max-min,GluA2 TARP mod glutamate slope
O=C(Nc1ccc2c(c1)OCCO2)C1CN(c2nc3c(F)cccc3s2)C1,i,0.101,66.6
COc1ccc(NC(=O)C2CCN(c3cnc4ccccc4n3)CC2)cc1Cl,i,0.0764,84.1
Cc1cc(S(=O)(=O)N2CCN(c3ccc(-c4ccccc4)nn3)CC2)ccc1F,i,0.135,46.4
Cc1ccc(-c2cc(C(F)F)n3ncc(C(=O)NCCCN4CCCC4=O)c3n2)cc1,i,0.078,56.8
C=CCn1c(=O)c2c(nc3n(-c4ccc(OC)cc4)c(C)cn23)n(C)c1=O,i,0.0825,33.7
O=C(c1ccco1)N1CCC(COCc2ccccc2)CC1,i,0.0705,45.7
COc1ccc(CCC(=O)NCC(c2ccc(C)cc2)N2CCOCC2)cc1 (configuration not stated),i,0.0467,50.4
COc1ccc(-c2noc(Cn3ccn(-c4ccccc4OC)c(=O)c3=O)n2)cc1,i,0.102,51.1
CN(Cc1ccco1)S(=O)(=O)c1ccc(C(=O)Nc2nc3ccc(Cl)cc3s2)cc1,i,0.0586,46.6
COc1cccc(-c2nnc(NC(=O)c3cccc(C)c3)o2)c1,i,0.121,83.0
COc1ccc(-c2csc(CN3CCN(C(=O)CCn4cnc5ccccc5c4=O)CC3)n2)cc1,i,0.143,51.7
N#Cc1ccccc1Cn1cc(-c2nc(-c3cnccn3)no2)ccc1=O,+,0.306*,62.4*

SMILES,GluA2 TARP mod,GluA2 TARP mod agonism max-min,GluA2 TARP mod glutamate slope
O=C(Cc1ccccc1Cl)Nc1ccc(-c2ccc3nncn3n2)cc1,i,0.06,48.0
CCc1cc2c(=O)n(Cc3ccco3)c(SCC(=O)Nc3cccc(OC)c3)nc2s1,i,0.0783,59.5
CS(=O)(=O)N1CCN(c2ccc(-c3noc(C(F)(F)F)n3)cn2)CC1,i,0.137,55.4
COc1cc(C(=O)N2CCN(c3ccc(NCC4CCCO4)nn3)CC2)cc(OC)c1OC (configuration not stated),i,0.0956,65.3
O=C(Nc1cccc(NC(=O)c2cccc(Cl)c2)n1)c1cccc(Cl)c1,i,0.0874,18.4
COc1cccc(-n2ccn(CC(=O)NCCc3ccccc3)c(=O)c2=O)c1,i,0.0842,49.5
C=CCc1ccccc1OCC(O)CN1CCN(c2ccc(F)cc2)CC1 (configuration not stated),i,0.0404,48.6
Cc1nc(Nc2ccc(NC(=O)c3c(-c4ccccc4Cl)noc3C)cc2)cc(-n2cccn2)n1,i,0.211,47.7
O=C(CCCn1c(=S)[nH]c2ccc(Br)cc2c1=O)NCc1ccccc1,i,0.0906&0.0359,37.9&105.2
CC(C)CCOc1ccc(CN)cc1,i,0.0452&0.0647,42.2&35.7
COc1cccc(-n2nnc3c(N4CCN(C(=O)COc5ccccc5OC)CC4)ncnc32)c1,i,0.037,48.6
O=C(NCC1(c2cccs2)CCOCC1)c1cc(C(F)(F)F)cc(C(F)(F)F)c1,i,0.128,38.6

SMILES,GluA2 TARP mod,GluA2 TARP mod agonism max-min,GluA2 TARP mod glutamate slope
CC(C)Cn1c(=O)c2nscc2n(CC(=O)N2CCN(c3ccccc3)CC2)c1=O,i,0.0727,61.9
COc1ccc(Nc2cc(C)nc3c(-c4ccc(OC)c(OC)c4)c(C)nn23)cc1,i,0.131,68.1
Cc1cc(C(C)(C)C)cc(S(=O)(=O)Nc2ccc(O)cc2)c1C,i,0.0994,29.4
Cc1cccc(NC(=O)CN2CCC(COCc3ccccc3)CC2)c1C,i,0.0859,64.5
CCOc1cc(C(=O)Nc2ccc(N3CCCC3=O)c(OC)c2)cc(OCC)c1OCC,i,0.105,44.1
COc1ccc(-c2nnc(NC(=O)/C=C/c3ccccc3)o2)cc1OC,i,0.111,55.1
CCn1nnc2c(N3CCN(CC(=O)Nc4ccc(F)cc4F)CC3)ncnc21,i,0.0449,52.4
CSc1ccccc1NC(=O)c1ccc(=O)n(Cc2cccc([N+](=O)[O-])c2)c1,i,0.0406,59.6
COc1ccc(C)cc1NC(=O)Cn1nc2ccc(SCc3ccc(Cl)cc3)nn2c1=O,i,0.0983,68.1
COc1ccc(CCNC(=O)Cn2c(=O)n(-c3ccc(C)cc3)c(=O)c3ccccc32)cc1OC,i,0.0428,57.9
CC1(C)C(=O)NCCN1C(=O)c1ccc(Br)s1,i,0.0566,60.2
COc1cc(S(=O)(=O)NCCNc2ccc(Nc3ccccn3)nn2)c(C)cc1C,i,0.167,58.6

SMILES,GluA2 TARP mod,GluA2 TARP mod agonism max-min,GluA2 TARP mod glutamate slope
COc1cccc(NC(=O)CSc2nnc(-c3ccc(OC)c(OC)c3)n2N)c1,i,0.0586,55.1
Cc1[nH]c2ccccc2c1C(=O)C(=O)N1CCN(c2ncnc3c2nnn3-c2ccccc2)CC1,i,0.039,49.9
O=C(Nc1ccc2ncsc2c1)c1ccc(Cl)cc1,i,0.048,43.8
CCCNC(=O)Cn1nc2c(c1NC(=O)c1cc(Cl)ccc1OC)CSC2,i,0.122,55.3
Cn1nc(NC(=O)C(C)(C)Oc2ccc(Cl)cc2)c2c1NC(=O)CC2c1ccco1 (configuration not stated),i,0.0976,74.8
Cc1ccccc1Cn1cc(C(=O)Nc2ccc(S(N)(=O)=O)cc2)ccc1=O,i,0.0881,54.2
COc1ccc(-n2c(-c3ccccc3)cn3c4c(=O)n(CCN5CCCCC5)c(=O)n(C)c4nc23)cc1,i,0.113,66.2
COc1ccc(-c2nc(CCNC(=O)Cn3cnc(C)cc3=O)cs2)cc1,i,0.129,58.5
CN1CCN(C(=O)CC23CC4CC(C2)CC(c2ccccc2)(C4)C3)CC1,i,0.0471,52.2
CN(C)CCCN1C(=O)C(O)=C(C(=O)c2cc3ccccc3o2)C1c1ccc([N+](=O)[O-])cc1 (configuration not stated),i,0.118,47.7
COc1ccc(C(=O)NCCNC(=O)c2ccc(NC(C)=O)cc2)c(OC)c1,i,0.0589,44.3
CC(C)Oc1ccc(C(=O)NCC(O)(c2ccccc2)C(F)(F)F)cc1 (configuration not stated),i,0.174,41.1
O=C(Nc1ncn[nH]1)C1c2ccccc2Oc2ccccc21,i,0.0734,-18.1
CCc1nc2sc(C(c3ccc(F)cc3)N3CCN(C(C)=O)CC3)c(O)n2n1 (configuration not stated),i,0.102,69.7
CC(C)c1ccc(-n2nnc(C(=O)NCc3ccccc3)c2N)cc1,i,0.0976,58.7

Some of these compounds in order of their number in GluA2 TARP mod glutamate slope, rising:
SMILES,GluA2 TARP mod,GluA2 TARP mod agonism max-min,GluA2 TARP mod glutamate slope
COc1ccc(CCC(=O)NCC(c2ccc(C)cc2)N2CCOCC2)cc1 (configuration not stated),i,0.0467,50.4
CCn1nnc2c(N3CCN(CC(=O)Nc4ccc(F)cc4F)CC3)ncnc21,i,0.0449,52.4
CCCNC(=O)Cn1nc2c(c1NC(=O)c1cc(Cl)ccc1OC)CSC2,i,0.122,55.3
